MOR-DOR ag: agonists of human mu-delta opioid receptor heterodimerization; 0.3% of 340,000 active; P35372+P41143; cells, OPRM1-OPRD1 heterodimerization, luminescence; activation, % at 9.3 µM; in the data active means activation above about 18%;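 further: 0% = vehicle-treated cells and 100% = reference agonist; values of inactives mirror those of a sister screen read the other way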
HTR5A inv ctr: inverse agonist of human HTR5A in OPRM1-OPRD1 counter-screen. inhibition, % at 9.3 µM. 0.083% of 340,000 active. HTR5A cell line, luminescence, inverse agonism; in the data active means inhibition mostly above about 23%, no sharp cut-off; inactive means mostly below about 18%;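 further: 0% = cells with DMSO and 100% = no-cell wells with DMSO; some compounds called inactive have numbers as strong as hits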
Target sequence (P47898 whole entry, looked up): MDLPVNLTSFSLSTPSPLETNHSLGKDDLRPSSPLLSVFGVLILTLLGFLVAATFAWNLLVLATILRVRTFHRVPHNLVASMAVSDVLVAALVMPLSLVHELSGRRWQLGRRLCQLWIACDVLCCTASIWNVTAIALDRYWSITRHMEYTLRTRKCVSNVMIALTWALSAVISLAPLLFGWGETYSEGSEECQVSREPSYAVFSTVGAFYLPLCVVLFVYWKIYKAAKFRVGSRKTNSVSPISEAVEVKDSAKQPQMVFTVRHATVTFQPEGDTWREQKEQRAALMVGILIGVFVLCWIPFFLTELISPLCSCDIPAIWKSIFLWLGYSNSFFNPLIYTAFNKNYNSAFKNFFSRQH
AddAB inh: less growth of phage-infected E. coli with AddAB; E. coli expressing H. pylori AddAB, absorbance growth; inhibition, % at 11.9 µM; 0.29% of 330,000 active; AID 435030; in the data active means inhibition above about 12%;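 further: 0% = vehicle wells of infected cells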
PKA-R2B act: activators of human PKA-R2B complex; AID 504700; P22694+P31323; PKA-R2B holoenzyme dissociation, Cy5-IP20 fluorescence polarization; R2B truncated from residue 108, S112A mutant; 0% DMSO only, 100% 113 µM cGMP; 0.079% of 340,000 active; activation, % at 11.4 µM;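 active means activation above a cutoff set at the mean over all compounds plus 3 SD, cut at about 18% in these data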;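 further: higher means more holoenzyme dissociation and a rise in polarization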
Target sequence (P31323 whole entry, looked up, other chains not shown, the tested form may be a part): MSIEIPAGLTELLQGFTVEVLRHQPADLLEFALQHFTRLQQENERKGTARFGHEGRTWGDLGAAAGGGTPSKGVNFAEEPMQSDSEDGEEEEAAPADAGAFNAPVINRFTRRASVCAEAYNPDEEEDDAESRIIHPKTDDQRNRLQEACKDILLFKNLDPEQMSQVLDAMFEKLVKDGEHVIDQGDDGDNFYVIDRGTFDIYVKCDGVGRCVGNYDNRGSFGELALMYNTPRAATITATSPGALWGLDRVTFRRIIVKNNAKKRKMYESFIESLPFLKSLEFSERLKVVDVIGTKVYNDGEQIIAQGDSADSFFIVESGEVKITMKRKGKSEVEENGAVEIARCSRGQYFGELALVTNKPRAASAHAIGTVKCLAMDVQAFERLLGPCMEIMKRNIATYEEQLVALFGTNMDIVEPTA
Tat transport: blocks Tat-dependent protein export in E. coli; E. coli MC4100 TorA-mCherry Tat export, fluorescence; inhibition, % at 10 µM; 0.036% of 340,000 active; AID 488895;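 active means mean replicate inhibition at least 50% and at least half of replicates individually reaching 50%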;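 further: exported cargo escapes ClpAP degradation while cytoplasmic cargo is degraded and loses fluorescence; 0% = median of neutral control wells and 100% = median of NaSCN control wells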
phage Ecoli inh: E. coli growth loss with phage present; growth absorbance; inhibition, % at 11.9 µM; 0.26% of 360,000 active; AID 651602; in the data active means inhibition above about 11%
Ecoli viability: bacterial growth inhibition, counter-screen for AddAB inhibitors | E. coli V3065 growth, OD600 absorbance, 18 h | inhibition, % at 11.9 µM | 0.27% of 330,000 active | AID 449728;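 active means inhibition above the campaign's mean inhibition across all tested compounds plus 3 SD, cut at about 9.9% in these data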;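 further: uninfected addAB+ strain grown without phage in ampicillin broth; 0% = DMSO wells and 100% = ciprofloxacin 0.95 µg/ml wells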
OPRM1-OPRD1 inv: inverse agonist of human OPRM1-OPRD1 heterodimerization | inhibition, % at 9.3 µM | 0.21% of 340,000 active | AID 504357 | cell-based MOR-DOR heterodimer luminescence, inverse agonism; in the data active means inhibition above about 22%, passing the limit was not always enough;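 further: 0% = cells with DMSO and 100% = wells without cells with DMSO; values of inactives mirror those of a sister screen read the other way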
PfHsp90 yeast 2: reduces growth (ATP signal) of yeast expressing P. falciparum Hsp90; S. cerevisiae expressing PfHsp90, BacTiter-Glo ATP, 48 h; yeast lacking PDR1 and PDR3 efflux regulators; inhibition, % at 9.4 µM; 0.32% of 310,000 active;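 active means every replicate shows inhibition above about 80%, whatever the replicate mean, limit read from the data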;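 further: 0% = DMSO neutral controls and 100% = 20 µM radicicol positive controls; yeast relying on Plasmodium falciparum Hsp90 in place of its own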
PKA-R1A act: PKA-R1A complex activation; P00514+P68181; PKA-R1A dissociation, Cy5-IP20 fluorescence polarization; scaled: DMSO 0%, 113 µM cGMP 100%; activation, % at 11.4 µM; 0.083% of 340,000 active; AID 504707;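 active means percent activation above the mean of all tested compounds plus 3 SD, cut at about 19% in these data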;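 further: higher means more PKAc released from R1A so a rise in polarization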
SUMO Mot1 rescue: inhibitors of SUMOylation pathway: yeast Mot1-301 growth rescue | 1% of 320,000 active | S. cerevisiae Mot1-301 growth rescue, ATP luminescence, 38.5C; percent above DMSO median, 100 means doubled | growth rescue, % at 18.8 µM;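 active means every valid replicate shows activation above 250% relative to neutral control wells; inactive means the rest, any valid replicate at or below 250%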;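 further: OY570 slx delta 5 strain wells were the positive control but not used for scaling; some compounds called inactive have numbers as strong as hits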
* marks the source's active call; other numbers are inactive results; / = not tested or not shown. Compounds as they come. Share with any hit: about 2.2%.

SMILES	MOR-DOR ag	HTR5A inv ctr	AddAB inh	PKA-R2B act	Tat transport	phage Ecoli inh	Ecoli viability	OPRM1-OPRD1 inv	PfHsp90 yeast 2	PKA-R1A act	SUMO Mot1 rescue
CCOc1ccccc1NC(=O)c1ccc2nccnc2c1	-0.5	-11	1.6	4	2	0.8	-0.9	3	-13	-11	-5
N#Cc1ncn(-c2ccc(Oc3ccccc3)cc2)c1N	0.1	-4	1.6	0	5	3.6	-0.7	0	12	-2	67
O=c1[nH]c2cccc(Cl)c2n(CCNc2ncc(C(F)(F)F)cc2Cl)c1=O	6.3	11	1.6	-3	-4	0.8	-0.6	-26	-21	-1	-13
COC(=O)Cn1cnc2ccccc2c1=O	-1.6	24	0.2	9	-2	1.2	-1.3	8	/	-8	-11
Cc1ccc(N2CC(C(=O)NCc3ccccn3)CC2=O)cc1 (stereo unspecified)	-3.5	-22	0.6	-1	-5	0.5	1.1	20	14	-8	-7
O=C(CCC1COc2ccccc2O1)N1CCCC1 (stereo unspecified)	-2.6	-3	-0.2	-1	-6	-2.4	1.2	11	-20	-16	-23
O=C(CSc1ccc(F)cc1)Nc1nnc(-c2ccco2)o1	0.6	19	-3.9	-2	0	-3.0	-6.2	-4	1	-5	-15
O=C(Nc1ccc(S(=O)(=O)Nc2nccs2)cc1)c1nn(-c2ccc(F)cc2)ccc1=O	-1.3	6	2.9	-7	-6	-0.7	-0.9	7	-5	3	9
Cc1cc(Cl)n2nc(C)c(-c3ccc(Cl)cc3)c2n1	1.6	-13	-2.3	-11	-5	-4.3	-3.3	-7	2	-10	/
COc1ccccc1N(CC(=O)NCCC1=CCCCC1)S(=O)(=O)c1ccccc1	2.6	-1	1.2	2	6	4.8	-0.9	-15	30	7	-2
Cc1ccc(C)c(NC(=O)c2cc[n+](C)cc2)c1	-2.0	11	-0.8	-1	-1	2.8	-0.1	10	-8	-14	7
O=C(N/N=C/C=C/c1ccco1)c1cccc([N+](=O)[O-])c1	0.1	-1	-2.4	-3	-5	2.9	0.6	-1	-7	3	-9
COc1cc(/C=N/NC(=O)C(=O)NCc2ccco2)cc(Cl)c1O	-3.6	-22	2.5	4	-11	1.7	3.3	18	-11	-2	-9
O=C(/C=C\c1ccccc1)NCC(=O)N/N=C/c1ccc(O)cc1O	0.1	2	3.4	-5	-3	/	-0.2	-1	-5	-2	0
C=CCOC(=O)c1sc(NC(=O)c2ccco2)nc1C	-2.7	8	0.2	-4	-3	1.2	1.8	14	10	-4	144
Cc1ccc(COn2c(-c3ccc(Cl)cc3Cl)nc3ncccc32)cc1	77*	-4	-0.3	-5	21	2.1	-2.5	-433	-24	-3	/
CCc1ccc(N2C(=O)C3ON(c4ccccc4)C(c4ccco4)C3C2=O)cc1 (stereo unspecified)	-2.5	5	1.9	8	13	2.3	-2.5	11	6	-5	50
OC(c1ccc2c(c1)OCO2)c1nccc2ccccc12 (stereo unspecified)	3.8	-1	-1.3	-2	-5	1.9	-2.2	-24	-9	-10	-7
Cc1cccc(OCCCC(=O)Nc2ccc(Cl)c(S(=O)(=O)N3CCOCC3)c2)c1	1.2	11	-1.9	7	5	4.4	-2.5	-5	-9	-7	3
CCSc1nc(-c2ccccc2)nc(C(Cl)Cl)n1	1.8	-1	1.9	-7	-3	1.3	0.1	-10	-3	2	15

Looked up above:
Cc1ccc(N2CC(C(=O)NCc3ccccn3)CC2=O)cc1 (stereo unspecified) in OPRM1-OPRD1 inv shows 20
Cc1ccc(C)c(NC(=O)c2cc[n+](C)cc2)c1 in SUMO Mot1 rescue shows 7
OC(c1ccc2c(c1)OCO2)c1nccc2ccccc12 (stereo unspecified) in Ecoli viability shows -2.2

Later entries
SMILES	MOR-DOR ag	HTR5A inv ctr	AddAB inh	PKA-R2B act	Tat transport	phage Ecoli inh	Ecoli viability	OPRM1-OPRD1 inv	PfHsp90 yeast 2	PKA-R1A act	SUMO Mot1 rescue
Cc1nc2c(C(=O)N3CCN(C)CC3)cnn2c(C)c1Cc1ccc(Cl)cc1	-1.8	-7	1.8	5	3	1.6	0.2	10	/	-10	2
COc1cc(OC)cc(C(=O)Nc2ccn(C)n2)c1	-2.4	-22	-1.0	3	7	3.0	-0.9	9	7	-5	25
Cc1nnc(N/N=C/c2ccc([N+](=O)[O-])cc2)n1N	2.8	-2	1.9	12	0	-2.2	2.0	-14	15	-6	3
O=C(c1ccc(F)cc1)N1CCN(c2ccc([N+](=O)[O-])cc2-n2cccc2)CC1	/	/	3.6	/	2	1.6	3.0	/	-2	/	0
Cc1scc(C(=O)N/N=C/c2ccc([N+](=O)[O-])o2)c1C	1.7	-12	8.0	-12	-1	6.3	8.5	-10	/	-7	27
N#CC1=C(N)Oc2c(oc(CO)cc2=O)C1c1cccs1 (stereo unspecified)	-2.1	-10	0.9	-3	-7	-1.1	0.1	13	-151	-2	6
CCN(CC)CCN1C(=O)C2C(C(=O)Nc3ccc(C(C)C)cc3)C3C=CC2(O3)C1C(=O)NC1CCCCC1 (stereo unspecified)	37*	-10	3.6	0	-5	-2.0	-1.6	-302	20	-8	0
O=C1C=C(c2ccoc2)N2CCC[C@H]2C1	-0.1	-6	1.6	-8	-8	0.8	-1.3	1	5	1	-5
Cc1cccc(NCc2nc(SCC(=O)Nc3ccccc3Br)n[nH]2)c1	2.9	-11	0.9	1	-1	0.3	1.3	-15	-11	-5	19
CC1Sc2ccc(S(=O)(=O)CCC(=O)Nc3ccc(C(C)C)cc3)cc2NC1=O (stereo unspecified)	2.8	2	0.0	-2	-1	3.2	1.4	-14	8	-1	7
COc1ccccc1NC(=O)c1ccc2nsnc2c1	0.8	1	5.2	7	-5	2.4	1.0	-7	-2	8	-1
O=C(CN1CCN(S(=O)(=O)/C=C/c2ccccc2)CC1)NCC(F)(F)F	-1.9	-6	2.7	-4	1	0.4	-3.0	12	3	2	29
Cc1cccc(C(=O)N2CCN(S(=O)(=O)N3CCCCCC3)CC2)c1	-2.9	-14	1.3	-3	-3	-0.1	0.6	18	-16	-1	15
O=C(CCC(=O)OCC(=O)c1ccccc1)NC1CCCCC1	-2.1	-8	-0.3	-6	1	1.2	0.6	12	-27	-2	-20
Cc1ccc(-c2nc(-c3ccccc3)no2)c(Cl)c1	3.6	-26	-1.4	-14	5	1.2	-1.7	-20	11	-2	-10
COc1ccccc1Nc1nc(N)nc(CSC(=S)N2CCC(C)CC2)n1	-0.9	4	3.7	-4	-1	1.9	-0.3	5	7	5	-4
COc1ccc(Br)cc1/C=N/NC(=O)CNC(=O)/C=C/c1ccccc1	-1.1	-21	4.8	-9	1	2.9	-1.5	5	-4	0	0
O=C(O)c1ccc2cc(-c3ccccc3)[nH]c2c1	-1.9	-10	1.1	-5	9	-0.1	-0.8	9	-10	-3	15
O=[N+]([O-])c1ccc(Sc2cccc[n+]2[O-])c2nonc12	1.5	29	/	10	139*	60*	/	-8	97*	4	/
Cc1cc(=O)[nH]c(SCC(=O)N2CCN(S(=O)(=O)c3ccccc3)C2)n1	-0.2	14	3.0	5	1	2.1	1.7	1	-12	-3	25
COc1ccc(/C=C2/C(=O)N(c3ccccc3)N=C2C)cc1Br	-3.5	-12	-1.3	1	3	2.1	-1.5	16	-28	-11	-20
COc1cc2c(cc1OC)/C(=C/C(=O)c1ccc(C)cc1)NCC2	-2.9	11	/	-6	-2	2.3	/	13	10	2	-11
COc1cccc(N=Cc2c[nH][nH]c2=O)c1	-2.0	-7	2.9	-5	13	0.6	-2.2	11	/	-5	-6
COc1ccccc1CNC(=O)C1CCN(C(=O)[C@@H]2Cc3ccccc3CN2)CC1	-1.6	-3	1.6	-6	-2	1.6	-0.4	8	12	-1	11
CCCOc1ccc(-c2nnn(CC(=O)Nc3cccc(C(=O)OC)c3)n2)cc1	1.9	-10	-0.8	-2	-7	3.1	-1.2	-10	-36	-12	11
CC(C)Cc1ccc(CN2CCC(n3nccc3NC(=O)C3CCCC3)CC2)cc1	0.7	-26	5.1	-2	4	4.4	-1.0	-4	3	-2	10
Cc1ccc(NC(=O)CN(C)CC(=O)Nc2sc3c(c2C(N)=O)CCC3)cc1	-3.5	-25	3.8	-3	5	-1.8	1.6	20	-18	2	0
CCc1cc2c(=O)n(-c3ccc(Br)cc3)cnc2s1	2.5	-31	0.6	-9	10	3.3	0.7	-14	-5	-1	-5
CCOc1ccc(CNC(=O)CCC(=O)N2CCSc3ccccc32)cc1	-0.6	12	1.4	5	2	3.5	-2.0	3	-12	-1	-19

Complete entries as entered above. Values in the order: MOR-DOR ag	HTR5A inv ctr	AddAB inh	PKA-R2B act	Tat transport	phage Ecoli inh	Ecoli viability	OPRM1-OPRD1 inv	PfHsp90 yeast 2	PKA-R1A act	SUMO Mot1 rescue
CCCOc1ccc(-c2nnn(CC(=O)Nc3cccc(C(=O)OC)c3)n2)cc1 in the list: 1.9	-10	-0.8	-2	-7	3.1	-1.2	-10	-36	-12	11
CCc1cc2c(=O)n(-c3ccc(Br)cc3)cnc2s1 in the list: 2.5	-31	0.6	-9	10	3.3	0.7	-14	-5	-1	-5
COc1cccc(N=Cc2c[nH][nH]c2=O)c1 in the list: -2.0	-7	2.9	-5	13	0.6	-2.2	11	/	-5	-6

Compound activity (PubChem)
